# Screening data: PubChem BioAssay, several laboratories
# TPT1 inh: blocks Candida albicans tRNA 2'-phosphotransferase | inhibition, % at 5 µM | recombinant caTPT1, FP RNA substrate dephosphorylation | AID 1962 | 0.81% of 300,000 active;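 active = inhibition above the mean of all tested compounds plus 3 SD, set per screening campaign, cut at about 24% in these data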;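 note: plate controls were DMSO alone for no effect and ferristatin control at 100 nM for full effect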
# PME-1 primary: PME-1 (human) inhibition; Q9Y570; recombinant PME-1, FP-Rh probe fluorescence polarization; inhibition, % at 5.9 µM; 0.53% of 320,000 active; AID 2130;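 active = inhibition above the campaign mean of all compounds plus 3 SD, cut at about 26% in these data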;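 note: competitive labeling of PME-1 active site by serine hydrolase directed probe; 0% = PME-1 with DMSO and 100% = wells lacking PME-1 enzyme; inhibitors block probe labeling so polarization falls and inhibition rises; many of its hits are not listed in these tables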
# MEX-5 binding: C. elegans MEX-5 TCR-2 RNA binding activity. Q9XUB2. MEX-5/FITC-TCR2 RNA binding, fluorescence polarization; active compounds read low. activity score (negative = inhibition of binding), % at 10 µM. 0.38% of 300,000 active;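 active = inhibition past about -25% in most replicates, and total fluorescence under double the plate's negative control median, limit read from the data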;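 note: 0% = DMSO and -100% = 5 µM competing unlabeled TCR2 RNA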
# GLD-1 RNA inh: GLD-1-TGE RNA interaction inhibition (C. elegans). Q17339. purified GLD-1 + fluorescein TGE RNA, fluorescence polarization. inhibition, % at 5.96 µM. 0.44% of 320,000 active. AID 2280;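 active = percent inhibition above a per-plate cutoff, the plate mean of test compounds plus 3 SD, cut at about 30% in these data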;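 note: 0% = DMSO wells with GLD-1 and probe and 100% = wells lacking GLD-1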
# Target sequence (Q17339 whole entry, looked up): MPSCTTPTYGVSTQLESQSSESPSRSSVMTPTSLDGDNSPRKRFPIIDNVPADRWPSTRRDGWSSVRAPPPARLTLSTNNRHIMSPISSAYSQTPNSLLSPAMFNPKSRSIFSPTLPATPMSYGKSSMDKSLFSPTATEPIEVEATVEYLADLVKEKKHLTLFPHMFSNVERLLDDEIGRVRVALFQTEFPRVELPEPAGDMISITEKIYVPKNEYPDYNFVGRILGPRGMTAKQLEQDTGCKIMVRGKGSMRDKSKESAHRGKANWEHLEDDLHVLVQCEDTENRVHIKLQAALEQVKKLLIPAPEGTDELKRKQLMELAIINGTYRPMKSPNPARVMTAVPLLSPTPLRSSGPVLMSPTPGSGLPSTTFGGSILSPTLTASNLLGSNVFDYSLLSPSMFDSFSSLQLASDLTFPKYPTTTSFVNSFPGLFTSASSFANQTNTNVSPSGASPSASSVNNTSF
# GSTO1 inh: blocks human GSTO1 in RBBP9 counter-screen; recombinant GSTO1, activity-based probe fluorescence polarization; AID 1974; 1.1% of 300,000 active; P78417; inhibition, % at 5.96 µM;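 active = inhibition above the campaign mean inhibition plus 3 SD, cut at about 35% in these data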;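 note: 0% = GSTO1-1 with DMSO and 100% = wells lacking GSTO1-1 enzyme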
# Fam108B inh: counter-screen for RBBP9 inhibitors: inhibitors of mouse Fam108B | 0.33% of 300,000 active | inhibition, % at 9.51 µM | recombinant Fam108B, FP-Rh probe fluorescence polarization;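 active = inhibition above the screen mean inhibition plus 3 SD, computed separately per campaign, cut at about 18% in these data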;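 note: inhibitors lower polarization as less probe binds the enzyme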
# Bcl-xL primary: inhibitors of human Bcl-xL; AID 2129; inhibition, % at 10.9 µM; 0.7% of 320,000 active; GST-Bcl-xL / FITC-Bim BH3 peptide fluorescence polarization; Q07817;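 active = inhibition above the mean of all tested compounds plus 3 SD, cutoff set per campaign, cut at about 30% in these data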;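 note: 0% = DMSO wells and 100% = unlabeled Bim-BH3 peptide competitor; inhibitors lower millipolarization by displacing the labeled peptide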
# Target sequence (Q07817 whole entry, looked up): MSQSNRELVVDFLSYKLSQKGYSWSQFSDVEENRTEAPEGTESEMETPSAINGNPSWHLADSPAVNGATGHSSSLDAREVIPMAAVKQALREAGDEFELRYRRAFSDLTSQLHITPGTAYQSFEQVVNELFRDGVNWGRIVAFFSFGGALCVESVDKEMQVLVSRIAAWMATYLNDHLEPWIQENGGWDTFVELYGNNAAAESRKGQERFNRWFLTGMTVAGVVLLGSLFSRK
# MCL1-BIM inh: inhibitors of human MCL1 binding to BIM-BH3 peptide; 0.68% of 320,000 active; GST-MCL1 / FITC-Bim-BH3 fluorescence polarization; inhibition, % at 10.9 µM;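 active = inhibition above the mean inhibition of all tested compounds plus 3 SD, set per campaign, cut at about 40% in these data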;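 note: 0% = DMSO wells and 100% = unlabeled Bim-BH3 peptide control; higher means more loss of mP so more displacement of Bim peptide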
# Target sequence (Q07820 whole entry, looked up): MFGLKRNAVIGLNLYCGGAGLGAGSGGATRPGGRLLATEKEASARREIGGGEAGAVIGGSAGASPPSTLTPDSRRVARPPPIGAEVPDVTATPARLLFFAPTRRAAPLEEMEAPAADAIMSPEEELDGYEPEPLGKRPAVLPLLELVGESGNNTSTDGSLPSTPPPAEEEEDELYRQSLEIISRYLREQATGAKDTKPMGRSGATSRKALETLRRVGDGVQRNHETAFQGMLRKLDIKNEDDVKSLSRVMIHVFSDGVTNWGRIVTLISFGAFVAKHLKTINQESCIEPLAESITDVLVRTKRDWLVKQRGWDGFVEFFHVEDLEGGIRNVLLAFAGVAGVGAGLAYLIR
# PAD4 inh: PAD4 (human) enzyme inhibition; Q9UM07; recombinant PAD4, RCA probe fluorescence polarization; inhibition, % at 6.36 µM; 0.41% of 330,000 active;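 active = percent inhibition above a cutoff equal to the mean of all tested compounds plus 3 SD, cut at about 15% in these data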;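 note: 0% = PAD4 with RCA probe and DMSO and 100% = probe without PAD4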
# * = called active by the depositor; · = no result given. A portion of the library; rates above refer to the full screens.
Compound,PME-1 primary,PAD4 inh,MCL1-BIM inh,MEX-5 binding,Fam108B inh,GSTO1 inh,TPT1 inh,GLD-1 RNA inh,Bcl-xL primary
O=C(Nc1ccnn1C1CCN(C2CCC2)CC1)c1ccccc1Cl,4,1,3,-2.5,-3,-3,-3,-1,8
CCn1c(SCc2ccccc2)nnc1-c1ccc(S(=O)(=O)N2CCCCC2)cc1,2,-1,1,2.4,1,-1,-2,2,1
COC(=O)c1cccc([N+](=O)[O-])c1CS(=O)(=O)c1ccc(C)cc1,2,1,0,-0.6,-5,8,0,-4,6
S=c1[nH]nc(-c2ccncc2)n1Cc1ccco1,-10,0,-5,1.7,3,2,-1,4,-11
CCn1ncc(CN2CCC(C(=O)Nc3cccc(-c4cccc(F)c4)c3)CC2)c1C,-6,-3,0,0.9,0,-5,1,5,2
O=C(NCCN1CCOCC1)c1cc(-c2ccc(Cl)c(Cl)c2)on1,-5,-1,-8,-1.9,0,0,-1,-6,2
COc1ccc(CCNS(=O)(=O)c2ccc(S(=O)(=O)N3CCCC3)cc2)cc1OC,-6,-7,-11,1.8,2,16,-1,8,3
CC1=CC(C)(C)Nc2ccc(OS(=O)(=O)c3ccc(C)cc3)cc21,1,-2,2,0.5,0,-2,-4,9,6
CC(NC(=O)c1ccc([N+](=O)[O-])cc1[N+](=O)[O-])c1ccc(-c2ccccc2)cc1 (configuration not stated),-1,-1,-10,-0.8,-2,0,-2,-2,-2
O=C(NCCc1ccc(Cl)cc1)c1n[nH]c2ccccc12,-9,2,-3,-1.6,-5,-10,2,-1,3
Cc1nc2ccccn2c1C(=O)NN=C1CCCC1,-1,-4,-1,4.7,-2,13,-2,-5,-4
Nc1nnc(SCC(=O)Nc2cccc(S(N)(=O)=O)c2)s1,1,0,5,-0.7,4,8,2,-5,-4
O=C1/C(=C/c2ccc3c(c2)OCO3)Oc2cc(OCC(=O)N3CC(O)C[C@H]3C(=O)O)ccc21 (some centres not stated),0,5,-8,3.9,2,-5,12,-7,-2
COC(=O)c1sc2nc3c(cc2c1N)C(=O)CC(C)(C)C3,0,-2,4,-0.2,1,5,-2,6,-3
COc1ccc(S(=O)(=O)N2CCCCC2)cc1NC(=O)c1ccc2ccccc2n1,-5,1,-2,1.1,-6,5,1,-1,4
COc1ccc(NC(=O)c2c(-c3c(Cl)cccc3Cl)noc2C)cn1,4,1,3,-0.7,2,4,-8,4,7
O=C(/C=C/c1ccc2c(c1)OCO2)Nc1nc(-c2ccc(F)cc2F)cs1,-7,-4,16,0.8,-9,0,0,2,2
Cc1nn(-c2ccccc2)c2c1cc1c(=O)n(C)c(=O)nc-1n2-c1ccccc1F,5,-4,-9,-2.7,0,6,1,-1,-8
COc1ccc(NC(=O)CN(C)C(=O)CCC(=O)c2ccc(C)cc2)cc1,-1,3,-4,-2.0,2,4,4,1,-4
CCOC(=O)c1c(N)nn(C(C)=O)c1-c1ccccc1,-3,-1,-13,-0.4,-3,-1,1,-7,0
CC1CN(C2=NC(=O)/C(=C/c3ccncc3)S2)CC(C)O1 (configuration not stated),1,1,-2,0.1,-1,1,-7,1,4
Cc1cc(=O)oc2c(CN(C)Cc3ccccc3)c(O)ccc12,-4,1,6,0.2,1,8,-5,1,3
O=C(NCCO)/C(=C/c1ccc(Br)cc1)NC(=O)c1cccs1,5,1,0,0.4,-2,5,-2,5,1
Nc1nc2cc(S(=O)(=O)NC3=NCCCCC3)ccc2s1,3,28*,3,4.2,5,9,-3,3,4
C[n+]1ccc(/C=C/c2ccccc2O)c2ccccc21,-6,-1,-14,-5.5,0,4,0,-29,-4
Cc1ccc2nc(N/N=C\c3ccc([N+](=O)[O-])o3)nc(-c3ccccc3)c2c1,4,-3,-93,2.0,-1,-9,52*,-12,-45
COc1ccc(-n2nc([N+](=O)[O-])c(=NC3CCN(Cc4ccccc4)CC3)n2O)cc1,-2,4,2,1.1,3,14,-1,2,0
CN(C)/C=C(\C=N\OCc1ccc(Cl)cc1Cl)C(=O)Nc1ccc(Cl)c(Cl)c1,2,1,2,-2.2,8,-6,5,9,0
CC(=O)N1N=C(N)SC12CCCC2,-1,-12,-3,-2.4,-1,2,-1,-3,4
O=C(Cn1cccc1C(=O)c1ccccc1)NCCN1CCCCCC1,-3,0,4,3.3,-1,-3,-4,0,5

# Brought forward from above: 3 compounds; new compounds follow.
Compound,PME-1 primary,PAD4 inh,MCL1-BIM inh,MEX-5 binding,Fam108B inh,GSTO1 inh,TPT1 inh,GLD-1 RNA inh,Bcl-xL primary
CN(C)/C=C(\C=N\OCc1ccc(Cl)cc1Cl)C(=O)Nc1ccc(Cl)c(Cl)c1,2,1,2,-2.2,8,-6,5,9,0
CC(=O)N1N=C(N)SC12CCCC2,-1,-12,-3,-2.4,-1,2,-1,-3,4
O=C(Cn1cccc1C(=O)c1ccccc1)NCCN1CCCCCC1,-3,0,4,3.3,-1,-3,-4,0,5
COc1cccc2sc(N(CCN(C)C)C(=O)c3ccc4c(c3)CCCC4)nc12,5,1,-2,-1.2,6,2,-3,2,4
O=C1NC(c2ccncc2)Nc2ccccc21 (configuration not stated),1,-4,2,-0.7,-4,-1,-2,-3,8
COc1ccc(-c2cc(=O)oc3c(O)c(O)ccc23)cc1,-8,7,68*,-5.6,6,58*,-1,2,10
COc1ccc(/C(C)=N/NC(=S)Nc2cc(C)ccc2C)cc1,5,-5,14,-3.1,5,5,-3,-1,9
CC(Cc1cccs1)NC(=S)Nc1ccccc1 (configuration not stated),-6,-4,6,-1.5,-1,6,0,-6,3
C=CCOC(=O)C1=C(C)NC(SCC)=C(C#N)C1c1ccc(Cl)cc1 (configuration not stated),-20,2,5,0.3,-14,-15,-5,0,1
COCCN(CC(=O)NCc1ccc(F)cc1)C(=O)CCC(=O)Nc1ccccn1,-1,0,2,-0.9,3,-1,-4,0,0
CCCCCC(=O)Nc1ccc(C2C(=O)c3ccccc3C2=O)cc1,-3,0,8,-2.9,-3,-12,-1,6,5
Cc1nccn1C(c1ccccc1)c1ccccc1,-2,0,6,1.6,6,8,0,-4,3
Nc1nc2ccc(Cl)cc2c2nc(-c3ccco3)nn12,-13,-1,10,-1.2,-13,-11,-7,-8,2
O=C(c1ccc(CN2CCc3ccccc3C2)cc1)N1CCN(c2ccc(F)cc2)CC1,-5,1,2,1.3,-1,4,-5,2,7
Cc1ccc(C)c(NC(=O)c2cccc(Oc3ccc([N+](=O)[O-])cc3Cl)c2)c1,-6,-4,1,-1.1,-8,-2,0,5,2
CCCN(CCC)C(=O)C[n+]1cccc(/C=N/O)c1,0,-3,7,-1.0,0,1,-4,7,13
O=C(NC1CC2CCCC(C1)N2Cc1cccs1)c1ccc([N+](=O)[O-])cc1 (configuration not stated),1,-2,7,1.0,4,12,0,-5,3
O=S(=O)(c1ccccc1)c1cnc(-c2ccccc2)nc1N1CCCC1,-4,-1,4,-0.6,-1,2,-1,-6,10
Cc1c(C#N)c(NC(=O)CCl)n(Cc2ccccc2)c1C,-3,0,5,-2.4,-6,86*,2,17,14
CCn1c(SCC(=O)OC2CCCCC2)nnc1-c1ccncc1,1,-2,6,1.6,2,-4,2,-5,3
CSc1nnc(SCC(=O)NC(=O)c2ccccc2)s1,0,-3,0,-7.1,-3,-1,-2,1,-5
COc1cc(O)c(C(CC(=O)N2CCCC(C)C2)c2ccc(N(C)C)cc2)c(OC)c1 (configuration not stated),5,4,4,-0.8,-2,2,0,11,2
Cc1ccc(C(=O)CCC(=O)Nc2ccc(C)cn2)cc1,-2,-2,10,·,·,·,·,-2,4
Cc1cc(C(=O)NC(C)CCC(C)C)c2ccccc2n1 (configuration not stated),-2,-2,-19,-1.2,2,19,1,5,-15
CCC(c1nnnn1CS(=O)(=O)c1ccc(C)cc1)N1CCC(C(N)=O)CC1 (configuration not stated),4,2,8,1.1,2,2,-8,2,2
COc1ccc(CNCc2cccc(C)c2)cc1,-5,2,2,0.0,-2,-2,-3,-2,0
Nc1cc(=O)[nH]c(SCCSc2ccccc2)n1,-7,-2,4,-5.0,3,-2,-2,3,5
COc1ccc(-c2cn3c(C)c(C(=O)Nc4cc(NC(C)=O)ccc4OC)sc3n2)cc1,-7,1,-27,1.2,-1,5,22,-28,-18
CCCCC(=O)NCCc1cc2c(C)ccc(C)c2[nH]c1=O,-1,3,-5,0.2,1,-2,2,2,2
Cn1c(Cn2c(=O)sc3ccccc32)nnc1SCC(=O)N1CCCc2ccccc21,-3,-1,-3,·,1,3,-1,1,-4
O=C(NCc1ccc2[nH]c3c(c2c1)CCCC3)c1ccc(S(=O)(=O)N2CCCCC2)cc1,1,0,-16,-0.5,10,2,0,14,-28
COCCNC(=O)CN1C(=O)CC(C)(C)S(=O)(=O)c2ccccc21,2,-3,-2,1.7,0,0,-2,2,3
COc1cccc(N2CN(C3CCCCC3)CNC2=S)c1,-1,-3,12,·,6,-6,1,-5,8
CC(C)n1cc(CN2CCC(n3nccc3NC(=O)Cc3ccccc3)CC2)cn1,-1,-1,1,-0.1,1,7,1,6,5
COc1cccc(C(=O)NN2C(=O)C3C4C=CC(O4)C3C2=O)c1 (configuration not stated),-8,-2,2,-1.7,-2,-7,-6,-10,5
CSc1ccccc1OCc1cc(C(=O)N(C)C2CCCc3ccccc32)no1 (configuration not stated),-4,-1,2,-0.6,-1,-4,-1,7,3

# Ordered by the number under PAD4 inh (falling): some entries from above.
compound,PME-1 primary,PAD4 inh,MCL1-BIM inh,MEX-5 binding,TPT1 inh,GLD-1 RNA inh,Bcl-xL primary
COc1cc(O)c(C(CC(=O)N2CCCC(C)C2)c2ccc(N(C)C)cc2)c(OC)c1 (configuration not stated),5,4,4,-0.8,0,11,2
CCCCC(=O)NCCc1cc2c(C)ccc(C)c2[nH]c1=O,-1,3,-5,0.2,2,2,2
COc1ccc(CNCc2cccc(C)c2)cc1,-5,2,2,0.0,-3,-2,0
Cc1nccn1C(c1ccccc1)c1ccccc1,-2,0,6,1.6,0,-4,3
CC(C)n1cc(CN2CCC(n3nccc3NC(=O)Cc3ccccc3)CC2)cn1,-1,-1,1,-0.1,1,6,5
Nc1cc(=O)[nH]c(SCCSc2ccccc2)n1,-7,-2,4,-5.0,-2,3,5

# Full records as entered above:
# C[n+]1ccc(/C=C/c2ccccc2O)c2ccccc21 is entered as PME-1 primary = -6; PAD4 inh = -1; MCL1-BIM inh = -14; MEX-5 binding = -5.5; Fam108B inh = 0; GSTO1 inh = 4; TPT1 inh = 0; GLD-1 RNA inh = -29; Bcl-xL primary = -4
# CCn1ncc(CN2CCC(C(=O)Nc3cccc(-c4cccc(F)c4)c3)CC2)c1C is entered as PME-1 primary = -6; PAD4 inh = -3; MCL1-BIM inh = 0; MEX-5 binding = 0.9; Fam108B inh = 0; GSTO1 inh = -5; TPT1 inh = 1; GLD-1 RNA inh = 5; Bcl-xL primary = 2
